# Nrf2 activator = qHTS of Nrf2 Activators; 410,000 tested, 0.31% active; AID 624171, 2012; AREc32 ARE-luciferase reporter (MCF7-derived line), luminescence, 24 h; Potency, µM (top dose mostly 46.1 µM), inactives show top-dose activation, hits mostly activators; note: % of control where 0% means no effect; nearly all actives have a fitted effect of over 65% in size
#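 Each well held 1000 AREc32 cells, which were incubated with compound for 24 hr at 37 deg C after overnight attachment, and ARE reporter activity was quantified by firefly luciferase luminescence.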
# A549 viability = Nrf2 qHTS screen for inhibitors: counterscreen for cytotoxicity | 390,000 tested, 0.16% active | A549 ARE-Fluc cells, CellTiter-Fluor viability, 18-24 h | Potency, µM (highest dose often 46 µM), without a hit: top-dose activity change, negative = cytotoxicity, hits mostly inhibitors; note: % is set by controls: 0 for no effect and ±100 for the full control effect
#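 A549 ARE_Fluc cells in 5% FBS OPTI-MEM were exposed to compounds in concentration-response for 18-24 h at 37 deg C. Viability was read by CellTiter-Fluor fluorescence (Ex 405/Em 525) after 30 min, before the luciferase read.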
# TGFb inhibitor = qHTS for Inhibitors of TGF-b | HepG2 CAGA-GFP TGF-b/SMAD3 reporter, GFP fluorescence, 18 h; TGF-beta stimulated, 500 pg/mL final | 410,000 tested, 1.2% active | Potency, µM (highest dose often 46.1 µM), for inactives: top-dose activity, negative = inhibition, most hits filed as inhibitors; note: % is set by controls: 0 for no effect and ±100 for the full control effect; nearly all actives have a fitted effect of over 65% in size
#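 Cell-based qHTS in HEPG2 carrying a CAGA-GFP Smad reporter; compounds added before 500 pg/mL final TGF-beta, 18 h incubation at 37 degrees C, GFP fluorescence quantified per cell by imaging cytometry.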
# * hit, by the source's call; u = inconclusive; [ ] = dose if it differs, or a comment. Calls come from the whole dose curve; as a rule, active = well fitted curve in the direction sought with a large enough effect; inconclusive = small, poorly fitted or top-dose-only effect, or another doubt; inactive = no such curve, though single readings can be large; an effect the other way counts as inactive or inconclusive. Potency is the fitted concentration of half-maximal effect.
# Preview (4 entries):
SMILES,Nrf2 activator,A549 viability,TGFb inhibitor
CCOc1ccc(N2C(=O)N(Cc3c(F)cccc3Cl)c3ccccc3S2(=O)=O)cc1,0.0%,15%,-13%
COCCn1ccc2c(OCC(=O)Nc3ccccc3F)cccc2c1=O,5.8%,-5%,0%
Cc1ccsc1CN1CCc2nc(Nc3ccccc3)ncc2C1,6.5%,1%,-22%
Cc1ccc2nc(COc3cccc(NC(=O)c4ccccc4Cl)c3)cc(=O)n2c1,-1.2%,-1%,23%

# Main list, previewed entries included:
SMILES,Nrf2 activator,A549 viability,TGFb inhibitor
CCOc1ccc(N2C(=O)N(Cc3c(F)cccc3Cl)c3ccccc3S2(=O)=O)cc1,0.0%,15%,-13%
COCCn1ccc2c(OCC(=O)Nc3ccccc3F)cccc2c1=O,5.8%,-5%,0%
Cc1ccsc1CN1CCc2nc(Nc3ccccc3)ncc2C1,6.5%,1%,-22%
Cc1ccc2nc(COc3cccc(NC(=O)c4ccccc4Cl)c3)cc(=O)n2c1,-1.2%,-1%,23%
COc1ccc(C(=O)NCc2ccc3c(c2)CCN3C(=O)c2ccncc2)cc1,-0.4%,-6%,11%
CCc1cnc2c(c1SCCC(C)C)c(=O)n(C)c(=O)n2C,4.3%,17%,-29%
O=C(CC1N=C2c3ccccc3N=C(SCc3ccccc3F)N2C1=O)NCc1ccc2c(c1)OCO2 (stereo unspecified),6.8%,-8%,-20%
Cc1nc2ccccc2c(=O)n1-c1ccc(NC(=O)C(F)(F)F)cc1,-1.1%,9%,u
Cc1ccc(Cn2c(CNS(=O)(=O)c3c(C)cc(C)cc3C)nc3cccnc32)cc1,5.1%,-3%,u
Cc1ccc(CNC(=O)CSCc2ccccc2C)cc1,3.7%,16%,-1%
Cc1nc(N2CCCC2)ncc1C(=O)Nc1ccccc1,0.3%,9%,8%
CCOC(=O)c1c(C)[nH]c(CCC(=O)NCc2ccc(N(C)C)cc2)c1C,-0.3%,-7%,0%
Cc1nn(CCCC(=O)Nc2cccc(C(F)(F)F)c2)c(=O)c2nn(-c3ccccc3)c(C)c12,-0.1%,16%,u
Cc1c(Cl)cccc1NC(=O)N1CCN(C(=O)c2nsc3ccccc23)CC1,1.6%,-1%,u
CC(=O)Nc1ccc(S(=O)(=O)Nc2nc3n(n2)C(c2ccccc2)C=C(c2ccc(Cl)cc2)N3)cc1 (stereo unspecified),0.5%,u,80%[activator]
CCCc1nn2c(=O)cc(COC(=O)c3ccc(NC(=O)COc4ccccc4)cc3)nc2s1,-0.7%,-6%,3%
Cc1cccc(Cn2c(CN3CCC(C(=O)NCCc4ccccc4)CC3)cc3ccccc32)c1,8.7%,-20%,-5%
Cc1cccc(CNC(=O)CCCN2C(=O)CCn3nc(-c4cccn4C)cc32)c1,0.9%,-2%,23%
O=C(CSc1nc2c([nH]c3ccccc32)c(=O)n1-c1ccc(F)cc1)NC1CCCCC1,0.5%,-1%,u
Cc1ccc(NC(=O)CSc2nccn2C2CCCC2)cc1Cl,4.1%,0%,-11%
CCCCN(c1ccccc1)c1ncnc2c1cnn2-c1ccc(Cl)cc1,1.0%,5%,10%
COc1ccc(NC(=O)C2Cc3ccccc3N2C(=O)c2ccccc2)cc1OC (stereo unspecified),1.8%,5%,13%
CCOC(=O)c1ccccc1NC(=O)N1CCC(N2CCN(Cc3ccccc3)C(=O)C2=O)CC1,0.5%,9%,-18%
COC(=O)c1ccccc1NC(=O)c1ncoc1-c1ccco1,1.1µM*,5%,22%
Cc1cc(C)cc(-n2c(SCC(=O)Nc3nnc(C)s3)nc3c([nH]c4ccccc43)c2=O)c1,0.8%,-6%,1%
COc1ccccc1N1CCN(S(=O)(=O)c2ccc(-c3coc(C)n3)cc2)CC1,-0.8%,5%,0%
COC(=O)c1ccccc1NC(=O)c1ccc2nc(CCc3ccccc3)oc2c1,-0.4%,16%,-3%
COc1ccc(-n2c(SCC(=O)NCc3ccc(F)cc3)nc3c([nH]c4ccccc43)c2=O)cc1,-1.1%,3%,-28%
CC(=O)c1ccc(S(=O)(=O)Nc2cccc(-c3ccc(N4CCCCCC4)nn3)c2)cc1,6.8%,-17%,-11%
CC1CCN(C(=O)CN2CCSc3ccccc32)CC1,6.4%,-1%,4%
O=C(CSc1nc2c([nH]c3ccccc32)c(=O)n1-c1ccc(F)cc1)NCc1ccc(F)cc1,-0.3%,-15%,-7%
O=C1Nc2ccccc2Oc2cc(Oc3ccc(Cl)cc3)ccc21,0.7%,6%,-12%
COc1ccc(C(=O)Nc2ccc3c(c2)N(C2CCCC2)C(=O)c2ccccc2S3)cc1OC,-1.0%,-7%,21%
Cc1ccc(C)c(N2CCN(CCCNC(=O)C3COc4ccccc4C3)CC2)c1 (stereo unspecified),3.2%,-3%,u
Cn1cc(S(=O)(=O)N2CCCCC2)cc1C(=O)N1CCN(c2ccccc2F)CC1,-0.4%,7%,4%
COc1ccccc1CNC(=O)CSc1cc(C)[nH]c(=O)n1,-0.5%,-5%,u
CN1CCN(C(CNC(=O)c2ccccc2)c2ccc3c(c2)OCO3)CC1 (stereo unspecified),-0.1%,0%,1%
COc1ccccc1C(=O)Nc1cccc(C(=O)OCc2cc(=O)n3cc(C)sc3n2)c1,5.1%,0%,-2%
Cc1ccc(-c2nc(C)c(CCNS(=O)(=O)c3ccc(F)c(C(F)(F)F)c3)s2)cc1,0.7%,-10%,u
CCC(CC)C(=O)N1CCc2cc(OC)c(OC)cc2C1COc1ccc(C(=O)OC)cc1 (stereo unspecified),7.2%,4%,u

# An excerpt of these results, with values under each structure:
# Values in the order – Nrf2 activator	A549 viability	TGFb inhibitor
Cn1cc(S(=O)(=O)N2CCCCC2)cc1C(=O)N1CCN(c2ccccc2F)CC1
 : -0.4%	7%	4%
COc1ccccc1CNC(=O)CSc1cc(C)[nH]c(=O)n1
 : -0.5%	-5%	u

# The list continues.
SMILES,Nrf2 activator,A549 viability,TGFb inhibitor
O=C(Nc1cc(Cl)ccc1Cl)C1(c2cccs2)CCOCC1,-0.8%,21%,-5%
CN(C)c1ccc(Nc2ncnc3c2c(-c2ccccc2)cn3-c2cccc(Cl)c2)cc1,0.2%,-2%,1%
Cc1ccc(NC(=O)CN2C(=O)CCn3nc(-c4cccn4C)cc32)c(Cl)c1,9.1%,6%,-17%
O=S(=O)(Nc1cccc(-c2ccc(N3CCCC3)nn2)c1)c1ccccc1C(F)(F)F,5.5%,0%,u
COc1ccc(-c2cc(C(C)=O)c(C)n2CCC(=O)Nc2cc(Cl)ccc2C)cc1,9.0%,3%,-24%
O=C(Nc1ccc(F)c(F)c1)c1ccc(=O)n(Cc2ccc(F)cc2)c1,5.1%,7%,-20%
CCc1ccccc1NC(=O)c1oc(=O)c2ccccc2c1-c1ccccc1,13%,0%,-20%
Cc1cccc(NC(=O)CSc2nnc3[nH]c(=O)cc(C)n23)c1C,0.6%,1%,4%
CCOC(=O)c1c(C)[nH]c(C)c1S(=O)(=O)N1CCCC(C(=O)NCc2ccc(C)cc2)C1 (stereo unspecified),0.5%,8%,-23%
CCN(Cc1ccccc1)S(=O)(=O)c1ccc(-c2coc(C)n2)cc1,5.0%,-3%,-5%
Cc1ccc(C)c(N2C(=O)N(C)c3ccccc3S2(=O)=O)c1,-1.0%,-14%,-1%
Cc1csc2nc(COC(=O)c3cccc(NC(=O)COc4ccc(Cl)cc4)c3)cc(=O)n12,0.9%,-25%,0%
N#Cc1ccccc1NC(=O)c1cnc(N2CCOCC2)c2ccccc12,u,0%,1%
CCOc1ccccc1CNC(=O)c1cc(-c2ccc(C)c(C)c2)nc2ccccc12,-0.7%,1%,-25%
Cc1cccc(NC(=O)CCn2cnc3ccccc3c2=O)c1,-1.1%,17%,-1%
Cc1cccc(N2CCN(CCNC(=O)C3COc4ccccc4C3)CC2)c1C (stereo unspecified),-0.7%,7%,u
CCc1ccccc1NC(=O)CSC1=Nc2ccccc2C2=NC(Cc3ccccc3)C(=O)N12 (stereo unspecified),0.3%,-2%,-13%
CCOCCCn1c(SCC(=O)NCCCOC)nc2c(sc3ccccc32)c1=O,0.1%,1%,2%
Cc1nn(CC(=O)NCCc2ccccc2)c(=O)c2nn(-c3ccccc3)c(C)c12,0.9%,8%,-26%
COc1ccc(CCNC(=O)C(=O)NCC(c2ccco2)S(=O)(=O)c2ccc(F)cc2)cc1 (stereo unspecified),0.4%,0%,27%

# Six compounds out of the list above, arranged by the value under TGFb inhibitor, smallest number first.
canonical_smiles	TGFb inhibitor
CCc1cnc2c(c1SCCC(C)C)c(=O)n(C)c(=O)n2C	-29%
COc1ccc(-c2cc(C(C)=O)c(C)n2CCC(=O)Nc2cc(Cl)ccc2C)cc1	-24%
COc1ccccc1C(=O)Nc1cccc(C(=O)OCc2cc(=O)n3cc(C)sc3n2)c1	-2%
Cc1cccc(NC(=O)CCn2cnc3ccccc3c2=O)c1	-1%
Cc1csc2nc(COC(=O)c3cccc(NC(=O)COc4ccc(Cl)cc4)c3)cc(=O)n12	0%
Cc1cccc(NC(=O)CSc2nnc3[nH]c(=O)cc(C)n23)c1C	4%

# One compound at a time, as listed above.
# Listed for Cc1ccc(C)c(N2C(=O)N(C)c3ccccc3S2(=O)=O)c1 : Nrf2 activator: -1.0%; A549 viability: -14%; TGFb inhibitor: -1%
# Listed for COc1ccc(-c2cc(C(C)=O)c(C)n2CCC(=O)Nc2cc(Cl)ccc2C)cc1 : Nrf2 activator: 9.0%; A549 viability: 3%; TGFb inhibitor: -24%

# Additional results.
SMILES,Nrf2 activator,A549 viability,TGFb inhibitor
Cc1ccc(NC(=O)N2CCN(C(=O)c3nsc4ccccc34)CC2)cc1C,5.0%,1%,-1%
CCC(=O)N1c2ccccc2CC1C(=O)NCCc1ccccc1C (stereo unspecified),0.1%,2%,-18%
O=C(NC1CC(=O)N(c2ccc(F)cc2)C1)c1cccs1 (stereo unspecified),1.0%,0%,-3%
CC(C)C(=O)Nc1nnc(SCc2cc(=O)n3ccccc3n2)s1,-0.9%,2%,-9%
COc1cccc(-c2ccc3c(N)c(C(=O)Nc4ccccc4C)sc3n2)c1,0.3%,u,u
CCOCCCn1c(SCC(=O)NCc2ccccc2)nc2c(sc3ccccc32)c1=O,-0.4%,8%,-5%
CN(C1CCCCC1)S(=O)(=O)c1ccc(F)c(C(=O)Nc2ccc(C(F)(F)F)cc2)c1,3.7%,0%,u
COc1ccccc1CNC(=O)Cn1nc(C)c2nn(-c3ccc(Cl)cc3)c(C)c2c1=O,1.0%,-3%,u
CCn1ccc2cc(S(=O)(=O)N3CCC(C(=O)NCc4ccc(OC(C)C)cc4)CC3)ccc21,3.3%,3%,-24%
Cc1ccc(S(=O)(=O)NCc2nc3cccnc3n2Cc2ccccc2Cl)c(C)c1,0.9%,-1%,-30%
O=C(NC1CC(=O)N(c2cccc(F)c2)C1)C(c1ccccc1)c1ccccc1 (stereo unspecified),-0.8%,-3%,0%
CC(=O)Nc1cccc(C(=O)NCc2ccc3c(c2)CCN3C(=O)c2ccc(F)cc2)c1,0.8%,-9%,-26%
CCC(Sc1nnc(-c2ccc(OC)cc2)c(-c2ccc(OC)cc2)n1)C(=O)Nc1cccc(OC)c1 (stereo unspecified),0.7%,-4%,-19%
COc1cc(Cl)c(C)cc1NC(=O)CN1c2ccccc2S(=O)(=O)c2ccccc21,3.4%,-3%,-40%
Cc1ccc(Nc2sc(C(=O)c3ccccc3)c(N)c2C(=O)Nc2ccc(Cl)cc2)cc1,-0.1%,u,u
COc1ccc(-c2nn3c(=O)cc(CN4CCN(C(=O)c5ccc(OC)c(OC)c5)CC4)nc3s2)cc1,0.5%,-2%,-13%
CC(=O)c1ccc(NC(=O)C2CCCN(S(=O)(=O)c3cn(C)cn3)C2)cc1 (stereo unspecified),0.6%,-5%,1%
CC(C)OCCCn1c(SCc2ccccc2C#N)nc2c(sc3ccccc32)c1=O,-1.0%,1%,-29%
CC(=O)c1ccc(NS(=O)(=O)c2ccc3[nH]c4c(c3c2)CCCCCC4)cc1,-0.3%,-17%,u
Cc1nn2c(=O)cc(COC(=O)c3ccccc3NC(=O)COc3ccccc3C)nc2s1,3.9%,10%,4%
O=C(O)Cn1nnc(-c2ccc(OCc3cccc(C(F)(F)F)c3)cc2)n1,-1.1%,-3%,-41%
CCCCN(C)CCCNC(=O)CN1N=C(c2ccc(OC)cc2)CCC1=O,-0.1%,-2%,0%
CCCCOc1ccc(C2C(=O)N(C3CCCCC3)CC(=O)N2C2CCCCC2)cc1 (stereo unspecified),0.3%,-7%,-6%
CC(=O)Nc1cccc(NC(=O)CSc2nccn2C2CCCC2)c1,6.0%,-12%,15%
COc1ccccc1C(=O)Nc1nc2ccc(S(=O)(=O)N3CCCC3)cc2s1,3.4%,-7%,39%[activator]
COc1ccc(C)c2sc(NC(=O)c3ccc(S(=O)(=O)N4CCCCC4)cc3)nc12,-0.1%,-1%,-3%
COc1ccc(N2CCN(C(=O)c3ccc(NC(=O)c4nsc5ccccc45)cc3)CC2)cc1,-1.3%,-2%,-4%

# Some of the compounds tested; count on the stated rates, not on these rows.
